GLS inh – qHTS for Inhibitors of Glutaminase (GLS). Glutaminase kidney isoform, mitochondrial (Homo sapiens), O94925. GLS enzymatic activity, qHTS titration. Potency, µM (titrated, usually from 45.5 µM), for the others: at the top dose activity change, negative = inhibition, most hits filed as inhibitors. 410,000 tested, 0.21% active. AID 624170, 2012; note: potency is the fitted concentration of half-maximal effect; % is set by controls: 0 for no effect and ±100 for the full control effect
Target sequence (O94925 whole entry, looked up, canonical isoform): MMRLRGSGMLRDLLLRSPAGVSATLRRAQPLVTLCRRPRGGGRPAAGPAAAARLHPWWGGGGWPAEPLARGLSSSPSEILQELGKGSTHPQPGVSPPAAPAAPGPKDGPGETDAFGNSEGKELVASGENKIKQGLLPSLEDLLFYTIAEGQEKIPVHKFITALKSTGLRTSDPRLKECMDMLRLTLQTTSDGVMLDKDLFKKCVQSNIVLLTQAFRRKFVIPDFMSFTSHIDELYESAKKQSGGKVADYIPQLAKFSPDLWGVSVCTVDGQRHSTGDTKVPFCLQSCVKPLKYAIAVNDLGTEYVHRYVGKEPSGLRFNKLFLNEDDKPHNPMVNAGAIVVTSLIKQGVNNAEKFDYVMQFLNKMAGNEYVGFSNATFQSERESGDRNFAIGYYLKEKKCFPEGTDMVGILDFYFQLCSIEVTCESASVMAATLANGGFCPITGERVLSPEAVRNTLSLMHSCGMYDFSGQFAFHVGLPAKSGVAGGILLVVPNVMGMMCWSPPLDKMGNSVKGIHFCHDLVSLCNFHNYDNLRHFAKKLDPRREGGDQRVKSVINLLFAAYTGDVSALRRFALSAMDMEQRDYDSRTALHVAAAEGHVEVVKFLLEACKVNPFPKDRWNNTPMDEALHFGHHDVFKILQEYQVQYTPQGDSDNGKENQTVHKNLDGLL
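Glutamate formation by hKGA was monitored fluorometrically using coupled glutamate oxidase, HRP and Amplex Red. Substrate was added as 1 mM L-glutamine solution; incubation was 30 min at RT after an initial read.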
BAZ2B inh – qHTS Assay for Inhibitors of BAZ2B | Bromodomain adjacent to zinc finger domain protein 2B (Homo sapiens), Q9UIF8 | AlphaScreen BAZ2B-H3K14Ac peptide displacement | Potency, µM (titrated, usually from 114 µM), for the others: top-dose activity change, negative = inhibition, hits mostly inhibitors | 360,000 tested, 4.4% active | AID 504333, 2011; note: potency is the fitted concentration of half-maximal effect; % is set by controls: 0 for no effect and ±100 for the full control effect; nearly all actives have a fitted effect of over 60% in size
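Inhibition is scored as reduced AlphaScreen emission. The BAZ2B/b-H3(5-23)K14Ac complex (50 nM each) in PBS pH 7.4, 0.01% Tween-20 meets compound (up to 110 uM) for 30 min at RT before bead addition.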
G9a inh – qHTS Assay for Inhibitors of Histone Lysine Methyltransferase G9a | Histone-lysine N-methyltransferase EHMT2 (Homo sapiens), Q96KQ7 | G9a H3K9 monomethylation, AlphaScreen, 2 h | Potency, µM (highest dose often 102 µM), inactives show at the top dose activity, negative = inhibition, most hits filed as inhibitors | 350,000 tested, 8.8% active; note: potency is the fitted concentration of half-maximal effect; % is set by controls: 0 for no effect and ±100 for the full control effect; nearly all actives have a fitted effect of over 75% in size
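Compounds were preincubated with 20 nM G9a for 15 min, after which biotinylated H3K9 peptide (500 nM) and SAM (20 uM) started a 2 h room-temperature reaction. Monomethylated product was quantified by antibody-based AlphaScreen chemiluminescence.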
Pol eta inh – qHTS for Inhibitors of Polymerase Eta; AID 588591, 2011; Potency, µM (top dose mostly 114 µM), without a hit: at the highest dose activity change, negative = inhibition, actives largely listed as inhibitors; 390,000 tested, 1.2% active; recombinant Pol eta, fluorescent DNA replication assay; DNA polymerase eta (Homo sapiens), Q9Y253; note: potency is the fitted concentration of half-maximal effect; % is set by controls: 0 for no effect and ±100 for the full control effect
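Fluorescent replication assay: 50 nM final substrate added after a 15 min room-temperature compound preincubation with 10 nM enzyme. Signal taken at 0 min and again at 10 min.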
HP1b binding inh – HTS for Inhibitors of HP1-beta Chromodomain Interactions with Methylated Histone Tails. AlphaScreen HP1-beta / biotin-H3K9me3 peptide binding. Potency, µM (top dose mostly 114 µM), for inactives: top-dose activity change, negative = inhibition, hits mostly inhibitors. 390,000 tested, 0.56% active. AID 540317, 2011; note: potency is the fitted concentration of half-maximal effect; nearly all actives have a fitted effect of over 70% in size; inactives centre near 23
Target sequence (P83916 whole entry, looked up): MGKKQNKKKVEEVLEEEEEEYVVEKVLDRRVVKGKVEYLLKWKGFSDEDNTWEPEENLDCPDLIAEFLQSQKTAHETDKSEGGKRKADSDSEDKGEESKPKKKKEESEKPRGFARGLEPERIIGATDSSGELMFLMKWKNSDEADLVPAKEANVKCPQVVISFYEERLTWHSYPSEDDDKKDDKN
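AlphaScreen: HP1-beta (50 nM) preformed 30 min with biotin-H3(1-18)K9me3 peptide (50 nM) in PBS pH 7.4, 0.01% Tween-20. Compound added for 30 min at RT, then streptavidin donor/nickel chelate acceptor beads (10 ug/mL) for 30 min.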
JMJD2A Tudor – qHTS Assay for Inhibitors of JMJD2A-Tudor Domain; AlphaScreen JMJD2A-Tudor / H3K4me3 peptide binding; Potency, µM (titrated, usually from 114 µM), for inactives: at the highest dose activity change, negative = inhibition, hits mostly inhibitors; 390,000 tested, 4.4% active; AID 504339, 2011; note: potency is the fitted concentration of half-maximal effect; % is set by controls: 0 for no effect and ±100 for the full control effect; nearly all actives have a fitted effect of over 50% in size
Pin1 inhibitor – qHTS Assay to Find Inhibitors of Pin1. Peptidyl-prolyl cis-trans isomerase NIMA-interacting 1 (Homo sapiens), Q13526. Pin1 FP peptide displacement, HiFluor488, 10 min. Potency, µM (series often up to 115 µM), for the others: top-dose activity, negative = inhibition, most hits filed as inhibitors. 390,000 tested, 0.009% active; active = well fitted inhibition curve with a large enough effect in the polarisation, with a control signal flat, not every such curve was filed as active; inconclusive = small, poorly fitted or top-dose-only effect, or effect the other way, or a change in a side signal; inactive = no such curve, though single readings can be large or run the other way; the % refers to the polarisation; note: potency is the fitted concentration of half-maximal effect; % is set by controls: 0 for no effect and ±100 for the full control effect
Target sequence (Q13526 whole entry, looked up): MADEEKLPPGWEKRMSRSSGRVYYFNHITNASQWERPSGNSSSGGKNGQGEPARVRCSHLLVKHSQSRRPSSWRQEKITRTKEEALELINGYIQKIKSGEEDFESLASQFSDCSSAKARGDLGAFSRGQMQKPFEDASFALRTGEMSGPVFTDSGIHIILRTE
PI4K2A inh – qHTS for small molecular inhibitors of PI4K2A; AID 1346378, 2018; purified PI4K2A, ADP-Glo luminescence, 1 h; stronger effect = lower value; Phosphatidylinositol 4-kinase type 2-alpha (Homo sapiens), Q9BTU6; activity change, negative = inhibition, % at 76.9 µM; 420,000 tested, 0.13% active; in the data active = activity change below about -50%; inconclusive = mostly about -30% to -49%;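 note: -100% = wells without enzyme as full effect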
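In this quantitative HTS, ADP production by PI4K2A was quantified luminescently after 1 h at ambient temperature; 100 microM adenosine served as plate-quality control.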
Tb PGK inh – qHTS Assay to Find Inhibitors of Phosphoglycerate Kinase. Phosphoglycerate kinase, glycosomal (Trypanosoma brucei brucei), P07378. PGK/GAPDH coupled, Kinase-Glo luminescence, 60 min. Potency, µM (titrated, usually from 57.5 µM), without a hit: at the top dose activity change, negative = inhibition, usual class: inhibitors. 380,000 tested, 0.043% active; note: potency is the fitted concentration of half-maximal effect; % is set by controls: 0 for no effect and ±100 for the full control effect; nearly all actives have a fitted effect of over 60% in size
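Recombinant glycosomal PGK reaction used 1,3-bisphosphoglycerate generated in-well by GAPDH (100nM final) in 100mM TEA pH 7.6, 5mM MgCl2, 0.01% Tween-20. After 60 minutes at room temperature, ATP was read by Kinase-Glo Plus luminescence end-point.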
* marks the source's active call; other numbers are inactive results; i = inactive; ? = inconclusive; · = no result given; [ ] = another dose, or the depositor's remark. Unless noted, calls come from the whole dose curve; as a rule, active = well fitted curve in the direction sought with a large enough effect; inconclusive = small, poorly fitted or top-dose-only effect, or another doubt; inactive = no such curve, though single readings can be large; an effect the other way counts as inactive or inconclusive. The list is partial. The share of hits here may be higher or lower than overall.

Value order – HP1b binding inh	Pol eta inh	GLS inh	BAZ2B inh	Pin1 inhibitor	JMJD2A Tudor	PI4K2A inh	G9a inh	Tb PGK inh
COc1cc(CN2CCc3ccc(NC(=O)CCc4ccccc4OC)cc3C2)ccc1O
    17%	-14%	1%	-30%	0%	?	5	45µM*	-1%
CCCCOc1ccc(C(=O)OCC(=O)N2CCOCC2)cc1
    23%	7%	-3%	4%	-16%	5%	-3	7%	-5%
CCOC(=O)c1nc(N)c(=O)n(-c2ccc(C)cc2)n1
    33%	-4%	13%	10%	1%	-9%	8	18%[59 µM]	-10%
CCOC(=O)N1CCC(NC(=O)C2CCN(c3nc(-c4ccc(OC)cc4)no3)CC2)CC1
    39%[activator]	-5%	-4%	-23%	-11%	-8%	-1	15%[12.7 µM]	-12%
Cc1cccc(NC(=O)C2CCCN(C(=O)NC3CCCCC3)C2)c1C (stereo not drawn)
    19%	9%	·	39%[activator]	0%	3%	2	28%[59 µM]	i
Cc1nc2sc(C(c3ccccc3)N3CCC(O)CC3)c(O)n2n1 (stereo not drawn)
    17%	16%	4%	-2%	0%	-9%	41	0%	-5%
CCOc1ccc(Nc2nc3c(S(=O)(=O)c4ccc(CC)cc4)nnn3c3ccc(Cl)cc23)cc1
    3%	?	-12%	6%	-7%	?	2	2%[59 µM]	-7%
Cc1nc(Nc2nc3ccccc3o2)nc2c1CCC2
    6%	4%	1%	·	-4%	10µM*	-3	?	-2%
O=C(O)c1ccc(Oc2ccc(C(F)(F)F)cn2)cc1
    4%	-12%	0%	-13%	-7%	4%	-1	9%	0%
CCN(CC)S(=O)(=O)c1ccc(C(C)NCC(=O)Nc2ccccc2C(=O)NC2CC2)cc1 (stereo not drawn)
    21%	-12%	6%	-7%	3%	-12%	1	-24%	8%
NC(Cc1ccccc1)C(O)(c1ccccc1)c1ccccc1 (stereo not drawn)
    23%	-24%	-5%	6%	-2%	-13%	0	-14%[0.501 µM]	-7%
CN(Cc1ccccc1)C(=O)C1CCCN(c2ncnc3c2nc2n3CCCCC2)C1 (stereo not drawn)
    57%[activator]	5%	2%	-1%	-3%	-17%	0	·	5%
O=C(c1ccc(F)cc1)C1CCN(C(=O)NC2CCCCC2)CC1
    23%	10%	2%	-6%	-10%	-7%	4	-7%[59 µM]	i
COCCNC(=O)CCCn1c(=O)c2cc(OC)c(OC)cc2n(CC(=O)Nc2ccccc2OC)c1=O
    32%[activator]	-19%	-6%	-8%	-2%	-17%	-1	18%	-2%
Cc1ccc(C)c(NC(=O)c2ccc3c(c2)CCN3S(=O)(=O)c2ccccc2)c1
    8%	-12%	0%	-5%	10%	-19%	0	0%[59 µM]	i
Cc1nn(C)c(C)c1Nc1ccc(N2C(=O)C3C4C=CC(C4)C3C2=O)cc1[N+](=O)[O-] (stereo not drawn)
    45%	-11%	13%	-8%	-7%	-15%	-4	-27%	-7%
CCOC(=O)Cc1ccc(NC(=O)N2CCC(CN3CCCCCC3)CC2)cc1
    4%	-17%	-11%	-9%	9%	-29%	8	?	2%
Cc1nc2scc(-c3ccc(Cl)cc3)c2c(=O)o1
    38%	-10%	-1%	-6%	0%	-18%	7	10%	-5%
COc1ccc(OC)c(NC(=O)CSc2n[nH]c(-c3ccccc3Cl)n2)c1
    16%[57 µM]	-1%	0%	-13%	3%	-29%	-4	-20%[59 µM]	-7%
COc1ccccc1CNC(=O)c1cnc2sc(N3CCCCCC3)nn2c1=O
    -29%	-11%	6%	-9%	-3%	-22%	-13	6%[59 µM]	-2%
COc1ccc(CC(=O)OCC(=O)NC(=O)NC2CCCC2)cc1
    39%	-12%	-2%	-5%	4%	1%	-3	-29%[12.7 µM]	i
Cc1cccc(N2CCN(CC3CCCCC3)CC2)c1C
    31%	-7%	5%	6%	-5%	-12%	2	-14%	i
CCOC(=O)C1CCN(C(=O)Nc2ccc(OCc3ccccc3)cc2)CC1
    18%	-11%	7%	0%	4%	1%	4	-8%[59 µM]	-1%
COC(=O)C1=C2SC(C)C(=O)N2C(N)=C(C#N)C1c1ccc(OC)c(OC)c1 (stereo not drawn)
    9%	-10%	21%	-37%	2%	-29%	-9	?	-2%
COc1cc(-c2cc(-c3nnco3)c3ccccc3n2)cc(OC)c1OC
    62%[activator]	-4%	?	16%	2%	1%	-8	75%[activator]	4%
O=C(Nc1nncs1)C1CCCC1
    39%	40%[activator]	-1%	·	2%	-1%	1	·	-7%
CCOc1ccc(/C=N/Nc2nc(N3CCCC3)nc(N3CCCC3)n2)cc1OC
    13%	-7%	-6%	-38%	2%	-14%	-1	1%[0.0925 µM]	7%[11.5 µM]
CCOC(=O)Nc1cccc(NC(=O)c2ccccc2F)c1
    36%	-5%	-1%	-18%	?	-1%	4	-5%	0%
O=S(=O)(NCc1ccccc1Cl)c1cnc[nH]1
    59%[activator]	9%	0%	10%	4%	-17%	2	-10%[12.7 µM]	6%
O=C(Nc1cccc(S(=O)(=O)Nc2ccc(Cl)cc2)c1)c1ccc(Cl)nc1
    45%[activator]	-3%	3%	-3%	-2%	-25%	-2	79µM*	-2%
Cc1ccc(S(=O)(=O)N2CCCc3cc(NC(=O)c4ccccc4Cl)ccc32)cc1
    83%	-16%	6%	12%	?	-4%	1	29%[59 µM]	-7%
CCOc1ccccc1-n1c(SCC(N)=O)nnc1-c1ccccc1
    18%	1%	4%	6%	0%	-19%	1	?	i
O=C(Nc1ccc(C(=O)N2CCOCC2)cc1)c1cccs1
    49%[activator]	-8%	9%	43%[activator]	-2%	3%	?	-32%[12.7 µM]	?
CC1CN(S(=O)(=O)c2cc(C(=O)NCCC3=CCCCC3)ccc2Cl)CC(C)O1 (stereo not drawn)
    26%	-22%	-11%	3%	-12%	5%	-3	12%	0%
Cn1c(Br)nc2c1c(=O)n(Cc1ccccc1)c(=O)n2C
    17%	-16%	30%[activator]	-9%	4%	-26%	3	·	0%
O=C(CSc1cccc(C(F)(F)F)c1)NCc1ccccc1
    38%	-9%	1%	-3%	9%	3%	-1	19%[59 µM]	0%
CCOc1ccc(OCCCCn2ccnc2)cc1
    ?	-14%	4%	50µM*	6%	20µM*	-3	?	-10%
COC(=O)C1=C(C)N(CCCC(=O)O)C(=O)NC1c1ccc2c(c1)OCO2 (stereo not drawn)
    53%[activator]	-14%	-7%	·	-5%	-6%	4	·	-3%
CCC1(c2ccc(Cl)cc2)NC(=O)N(CC(=O)NC2CCCCCC2)C1=O (stereo not drawn)
    52%	-8%	0%	-4%	0%	-7%	-1	-49%	-3%
CC(C)c1nnc(NC(=O)C2CCCN2C(=O)Nc2ccccc2[N+](=O)[O-])s1 (stereo not drawn)
    16%	0%	2%	-18%	6%	-18%	3	3%	6%
FC(F)Sc1ccc(NC(=S)N2CCN(c3ccccn3)CC2)cc1
    39%[activator]	-23%	54%[activator]	-10%	2%	-6%	22	-4%	-7%
O=C(Nc1ccccc1Cl)C1C(c2ccccc2)C1(Cl)Cl (stereo not drawn)
    48%[activator]	-8%	-1%	9%	4%	18%	1	36%	-6%
CCCCC(=O)N1c2ccccc2C(C)(c2ccccc2)CC1(C)C (stereo not drawn)
    60%[activator]	-9%	7%	28%	-5%	29%	1	32%[59 µM]	-1%

A run of entries from further up, as a working copy:
Value order – HP1b binding inh	Pol eta inh	GLS inh	BAZ2B inh	Pin1 inhibitor	JMJD2A Tudor	PI4K2A inh	G9a inh	Tb PGK inh
COC(=O)C1=C(C)N(CCCC(=O)O)C(=O)NC1c1ccc2c(c1)OCO2 (stereo not drawn)
    53%[activator]	-14%	-7%	·	-5%	-6%	4	·	-3%
CCC1(c2ccc(Cl)cc2)NC(=O)N(CC(=O)NC2CCCCCC2)C1=O (stereo not drawn)
    52%	-8%	0%	-4%	0%	-7%	-1	-49%	-3%
CC(C)c1nnc(NC(=O)C2CCCN2C(=O)Nc2ccccc2[N+](=O)[O-])s1 (stereo not drawn)
    16%	0%	2%	-18%	6%	-18%	3	3%	6%
FC(F)Sc1ccc(NC(=S)N2CCN(c3ccccn3)CC2)cc1
    39%[activator]	-23%	54%[activator]	-10%	2%	-6%	22	-4%	-7%
O=C(Nc1ccccc1Cl)C1C(c2ccccc2)C1(Cl)Cl (stereo not drawn)
    48%[activator]	-8%	-1%	9%	4%	18%	1	36%	-6%
CCCCC(=O)N1c2ccccc2C(C)(c2ccccc2)CC1(C)C (stereo not drawn)
    60%[activator]	-9%	7%	28%	-5%	29%	1	32%[59 µM]	-1%
